# From PubChem
# TRb SRC2 PPI – inhibitors of human thyroid hormone receptor beta-SRC2 interaction; TRbeta-SRC2 peptide binding, fluorescence polarization; receptor liganded with 1 µM T3; Potency, µM (top dose mostly 106 µM), for inactives: at the top dose activity change, negative = inhibition, most hits filed as inhibitors; 0.065% of 280,000 active;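 also: plate controls were bound peptide for no effect and peptide without receptor for full effect; nearly all actives have a fitted effect of over 50% in size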
#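 Human TRb ligand-binding domain (0.6 uM) is mixed with 20 nM Texas Red SRC2 peptide and 1 uM T3; after compound addition and 5 hr at ambient temperature, polarization is measured and normalized to unbound and bound controls.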
# Tau fibril FP – inhibitors of human tau fibril formation; Potency, µM (highest dose often 57.7 µM), for inactives: at the highest dose activity, negative = inhibition, hits mostly inhibitors; 0.39% of 280,000 active; K18 P301L tau heparin fibrillization, Alexa594 FP, 6 h; P10636; AID 1468; also: nearly all actives have a fitted effect of over 55% in size
# Target sequence (P10636 561-689 P618L limits assumed): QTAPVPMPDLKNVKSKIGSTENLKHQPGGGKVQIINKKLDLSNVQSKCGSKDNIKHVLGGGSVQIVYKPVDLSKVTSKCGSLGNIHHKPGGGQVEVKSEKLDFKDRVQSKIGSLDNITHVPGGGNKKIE
#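 Human K18 P301L fragment (15 uM unlabeled plus 0.24 uM Alexa 594-labeled) in 100 mM sodium acetate pH 7 with compound, aggregation induced by 20 uM heparin for 6 hr at 37 C. ThT (30 uM) added for 1 hr, then Alexa 594 FP read.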
# L3MBTL1 inh – inhibitors of human L3MBTL1; Q9Y468; AlphaScreen L3MBTL1–H3K9me1 peptide binding; Potency, µM (top dose mostly 57.1 µM), for inactives: at the top dose activity, negative = inhibition, hits mostly inhibitors; 0.66% of 230,000 active; also: nearly all actives have a fitted effect of over 60% in size
#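 Read-out is AlphaScreen signal from streptavidin donor and nickel chelate acceptor beads (10 ug/mL final each) bridging L3MBTL1 (50 nM) and biotinylated K9-monomethylated H3(1-15) peptide (75 nM), after 30 min compound exposure at room temperature.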
# Tau fluor counter – counter-screen for tau fibril formation inhibitors. tau K18 P301L Alexa594 fluorescence, heparin fibrillization. Potency, µM (highest dose often 57.7 µM), for the others: top-dose activity change, negative = decrease. 0.93% of 280,000 active. AID 1463; also: nearly all actives have a fitted effect of over 55% in size
#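 Human K18 P301L tau (15 uM unlabeled plus 0.24 uM Alexa 594-labeled, final) in 100 mM sodium acetate pH 7 was mixed with compound and 20 uM heparin and incubated 6 hr at 37 C.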
# ALDH1A1 inh – ALDH1A1 (human) enzyme inhibition | Purified ALDH1A1, NADH fluorescence, propionaldehyde substrate | Potency, µM (series often up to 75.3 µM), without a hit: top-dose activity, negative = inhibition, hits mostly inhibitors | 7.3% of 220,000 active | AID 1030; active = well fitted inhibition curve with a large enough effect, not every such curve was filed as active; inconclusive = small, poorly fitted or top-dose-only effect, or another doubt; inactive = no such curve, though single readings can be large or run the other way;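 also: plate controls were no enzyme wells and a reference inhibitor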
# Tau ThT inhib – inhibitors of human tau fibril formation, thioflavin T binding; recombinant tau K18 P301L, heparin-induced fibrillization, ThT fluorescence; Potency, µM (highest dose often 57.4 µM), for inactives: at the top dose activity, negative = inhibition, most hits filed as inhibitors; 2.1% of 270,000 active; also: nearly all actives have a fitted effect of over 55% in size
#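 ThT emission at 510 nm, taken 1 hr after adding 30 uM dye, quantifies aggregates formed when 20 uM heparin acts on human tau K18 P301L for 6 hr at 37 C.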
# GLA spleen mod – inhibits or activates alpha-galactosidase in human spleen homogenate; P06280; human spleen homogenate, 4MU-alpha-Gal fluorescence, 40 min; Potency, µM (doses to about 80 µM), for inactives: at the top dose activity change, negative = inhibition, actives largely listed as inhibitors; 0.008% of 240,000 active; AID 2107;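 also: 0% = enzyme with vehicle and -100% = no enzyme basal signal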
# Target sequence (P06280 32-429 limits assumed): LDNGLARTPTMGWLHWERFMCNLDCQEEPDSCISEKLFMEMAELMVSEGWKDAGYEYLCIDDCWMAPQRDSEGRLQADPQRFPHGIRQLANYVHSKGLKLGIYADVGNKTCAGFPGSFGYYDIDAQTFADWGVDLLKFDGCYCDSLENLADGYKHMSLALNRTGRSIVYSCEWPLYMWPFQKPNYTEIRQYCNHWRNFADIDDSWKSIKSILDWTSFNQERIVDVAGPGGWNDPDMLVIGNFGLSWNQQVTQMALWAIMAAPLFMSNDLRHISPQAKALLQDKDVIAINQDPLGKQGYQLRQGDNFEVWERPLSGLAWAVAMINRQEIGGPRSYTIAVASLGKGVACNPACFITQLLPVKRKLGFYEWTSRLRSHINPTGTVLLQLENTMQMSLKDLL
#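 Spleen homogenate 1 ug + cpd (titration) + 4-MU-alpha-D-galactopyranoside 1 mM; 37C 40 min; 50 mM citrate/phosphate pH 5.0, 0.01% Tween-20; stop pH 10; fluorescence 365/440; AC50 via Hill.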
# TexasRed fluor – counter-screen for TRb-SRC2 inhibitors: fluorescence interference. 0.29% of 280,000 active. TRb/SRC2 Texas Red total fluorescence interference. Potency, µM (titrated, usually from 106 µM), inactives show at the top dose fluorescence change, negative = quenching; active = well fitted curve in either direction with a large enough effect; inconclusive = small, poorly fitted or top-dose-only effect
#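 Flags fluorescent or light-absorbing compounds by total fluorescence, S + 2P, at 555 nm excitation and 632 nm emission. Mixture: 20 nM Texas Red SRC2 peptide, 0.6 uM human TRb LBD, 1 uM T3, 5% DMSO; compound exposure 5 h at ambient temperature.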
# * hit, by the source's call; ? = inconclusive; . = not tested or not shown; [ ] = another dose, or the depositor's remark. Unless noted, calls follow the shape of the dose curve; as a rule, active = well fitted curve in the direction sought with a large enough effect; inconclusive = small, poorly fitted or top-dose-only effect, or another doubt; inactive = no such curve, though single readings can be large; an effect the other way counts as inactive or inconclusive. Unless noted, % is scaled to controls: 0 for no effect and ±100 for the full control effect; potency is read from the fitted curve at half-maximal effect.
(1) O=C(O)c1ccc(/C=N/NC(=O)C2CC2(c2ccccc2)c2ccccc2)cc1 (stereo unspecified)
(2) Clc1cccc(Cl)c1CSc1nnc2ccccn12
(3) COC(=O)c1cn(NC(=O)c2ccncc2)c(=O)c2ccccc12
(4) CCC(=O)NC(=S)Nc1ccc(NC(=O)c2ccc([N+](=O)[O-])cc2)cc1
(5) Cn1nnc(NCc2cc(Br)ccc2OCc2cccs2)n1
(6) COc1ccc(OC)c(C2SCCN2S(=O)(=O)c2cccc(C(F)(F)F)c2)c1 (stereo unspecified)

compound no.,1,2,3,4,5,6
TRb SRC2 PPI,0%,4%,4%,-3%,-6%,6%
Tau fibril FP,2%,-2%,-1%,8%,-6%,-8%
L3MBTL1 inh,5%,5%,6%,4%,.,3%
Tau fluor counter,9%,4%,-3%,?,-3%,?
ALDH1A1 inh,3%,1%,15%,?,-10%,1%
Tau ThT inhib,5%,5%,-7%,?,2%,-11%
GLA spleen mod,2%,14%,-8%,10%,-9%,-7%
TexasRed fluor,0%,1%,-3%,-5%,-4%,-2%

(7) CC(C)NC(=O)CSc1nc(Cc2cccs2)nc2ccccc12
(8) CC(=O)c1cccc(S(=O)(=O)Nc2ccc3nc(C)sc3c2)c1
(9) O=C(Cn1nc(-c2ccc3c(c2)OCCO3)ccc1=O)Nc1ccc(N2CCOCC2)cc1
(10) O=C(Oc1cccc(-n2cnnn2)c1)C1CCCCC1
(11) Cc1ccc(NC(=O)CN2C(=O)CCc3cc(S(=O)(=O)N4CCOCC4)ccc32)cc1F
(12) NC(=O)NC(=O)COC(=O)/C=C/c1cccc(Br)c1

compound no.,7,8,9,10,11,12
TRb SRC2 PPI,-13%,-2%,-6%,7%,11%,1%
Tau fibril FP,-14%,-2%,3%,0%,-14%,-8%
L3MBTL1 inh,1%,-5%,2%,10%,.,17%
Tau fluor counter,-22%,-3%,-11%,-13%,-16%,1%
ALDH1A1 inh,?,?,7%,-5%,.,17%
Tau ThT inhib,?,-1%,-11%,-11%,2%,2%
GLA spleen mod,5%,5%,0%,-5%,.,-9%
TexasRed fluor,-1%,3%,0%,1%,0%,-2%

(13) CCn1c(COc2cccc(OC)c2)nnc1SCC(=O)Nc1ccccc1C(=O)OC
(14) Cc1ccccc1-c1nc(CS(=O)(=O)CC(=O)NCCc2ccccc2)c(C)o1
(15) Cc1cc(C(=O)COC(=O)C2CC2)c(C)n1-c1ccc(F)cc1
(16) O=C1N/C(=C/c2ccsc2)C(=O)N1c1ccccc1
(17) Cc1ccccc1NCC(=O)N=Nc1c(O)[nH]c2ccc([N+](=O)[O-])cc12
(18) CN(C)S(=O)(=O)c1ccc2c(c1)nc(CCC(=O)NCc1ccc(Cl)cc1)n2C

compound no.,13,14,15,16,17,18
TRb SRC2 PPI,-3%,-4%,-7%,-6%,7%,7%
Tau fibril FP,3%,5%,1%,?,6%,4%
L3MBTL1 inh,5%,.,-12%,-3%,4%,1%
Tau fluor counter,-2%,-15%,-1%,-9%,18µM*[quencher],3%
ALDH1A1 inh,9%,.,-3%,3%,.,-9%
Tau ThT inhib,-14%,-18%,-8%,-5%,?,0%
GLA spleen mod,5%,.,-2%,-1%,-13%,2%
TexasRed fluor,1%,?,-2%,0%,-5%,1%

(19) O=C(Nc1ncc(Cc2cccc(Cl)c2Cl)s1)C1CCCO1 (stereo unspecified)
(20) COc1ccc(-c2cc(C(F)F)n3ncc(C(=O)N4CCCc5ccccc54)c3n2)cc1
(21) Cc1ccc2occ(CC(=O)Nc3ccc(S(=O)(=O)N4CCC(C)CC4)cc3)c2c1
(22) Cn1ccc2c(OCC(=O)NCc3ccccc3)cccc2c1=O
(23) Clc1ccc(OCc2cnc(Cl)s2)cc1
(24) Cc1nn(-c2ccccc2)c(-n2cccc2)c1C(=O)NCc1ccccc1Cl

compound no.,19,20,21,22,23,24
TRb SRC2 PPI,3%,-1%,4%,-2%,1%,3%
Tau fibril FP,5%,3%,8.9µM*,-8%,-10%,0%
L3MBTL1 inh,-7%,11%,.,.,21%,.
Tau fluor counter,-4%,-5%,?,0%,-11%,-8%
ALDH1A1 inh,-4%,11%,.,.,1%,.
Tau ThT inhib,1%,-5%,5%,3%,4%,?
GLA spleen mod,6%,-2%,.,.,4%,.
TexasRed fluor,-2%,-1%,-17%,-1%,1%,-3%

(25) C=C(C)Cn1c(SCC(=O)N/N=C/c2ccccc2OCC(=O)O)nnc1-c1ccc(Br)cc1
(26) Cc1ccc2sc(C)[n+](CCC(C)S(=O)(=O)[O-])c2c1 (stereo unspecified)
(27) CCn1c(CNC(=O)c2cccc(C)c2)nc2ccccc21
(28) Cc1cc(C)nc(SCCn2c(N3CC(C)OC(C)C3)nc3c2c(=O)n(C)c(=O)n3C)n1 (stereo unspecified)
(29) N#Cc1cnn(-c2nc(SCc3ccccc3)nc3sc4c(c23)CCCC4)c1N
(30) O=c1c2[nH]c3ccc(F)cc3c2ncn1CCN1CCN(Cc2ccccc2)CC1

compound no.,25,26,27,28,29,30
TRb SRC2 PPI,-6%,0%,-7%,-6%,10%,3%
Tau fibril FP,9%,-5%,0%,0%,-7%,-15%
L3MBTL1 inh,.,-1%,-2%,1%,4%,4%
Tau fluor counter,13%,-3%,3%,1%,-23%,-3%
ALDH1A1 inh,.,6%,5%,8%,8.9µM*,0%
Tau ThT inhib,.,?,2%,1%,-6%,-13%
GLA spleen mod,-22%,5%,5%,2%,-13%,0%
TexasRed fluor,-1%,2%,-4%,0%,1%,1%

(31) O=C1CCCc2nc3c(cc21)C(O)Oc1ccccc1-3 (stereo unspecified)
(32) N#Cc1ccc(CS(=O)(=O)c2nnnn2C2CCCCC2)cc1
(33) CC1CCCN(C2=C(NS(=O)(=O)c3ccc(Cl)cc3)C(=O)c3ccccc3C2=O)C1 (stereo unspecified)
(34) CC(C)C[C@H](NC(=O)OC(C)(C)C)C(=O)N1CCC(C(=O)N[C@@H](Cc2ccccc2)C(=O)O)CC1
(35) Cc1c(C)n(CCC#N)c2ccccc12
(36) CCOc1ccc(N2CC(c3nc4ccccc4n3Cc3cccc(Cl)c3)CC2=O)cc1 (stereo unspecified)

compound no.,31,32,33,34,35,36
TRb SRC2 PPI,1%,9%,0%,3%,-4%,-1%
Tau fibril FP,-5%,-1%,-3%,3%,-3%,-7%
L3MBTL1 inh,4%,.,-18%,7%,-6%,.
Tau fluor counter,2%,0%,-4%,-4%,-8%,-13%
ALDH1A1 inh,?,3%,13µM*,6%,6%,.
Tau ThT inhib,-6%,0%,?,8%,1%,-17%
GLA spleen mod,3%,-5%,2%,-6%,5%,.
TexasRed fluor,-1%,1%,4%,-4%,1%,?

(37) O=C1CSC(c2cccs2)N1c1ccccc1 (stereo unspecified)
(38) CCCNC(=O)CSCc1nc(-c2ccc(SC)cc2)oc1C
(39) COC(=O)c1ccc(NC(=O)c2ccccc2N(C)S(C)(=O)=O)cc1
(40) O=C(NCc1csc(-c2ccccc2)n1)c1ccco1
(41) CN(Cc1ccccc1)C(=S)NC(=O)c1ccccc1
(42) CCOc1ccc(-n2c(C)cc(/C=N\NC(=O)CC(=O)NC3CCCCC3)c2C)cc1

compound no.,37,38,39,40,41,42
TRb SRC2 PPI,4%,-3%,-11%,-18%,1%,-5%
Tau fibril FP,-3%,-2%,-1%,-7%,-3%,11%
L3MBTL1 inh,0%,.,?,-5%,-6%,-1%
Tau fluor counter,2%,-9%,5%,1%,-1%,-11%
ALDH1A1 inh,-1%,-10%,-2%,-18%,3%,-8%
Tau ThT inhib,2%,?,2%,-4%,-1%,?
GLA spleen mod,-16%,-5%,3%,-19%,-3%,-11%
TexasRed fluor,1%,0%,2%,0%,0%,-1%

(43) CCN(CC)S(=O)(=O)c1cc(C(=O)Oc2cccc(-c3cnc4ccccc4n3)c2)ccc1OC
(44) Cn1c(=O)n(CCCc2ccccc2)c(=O)c2c1nc1n2CCN1c1ccc(F)cc1
(45) CSc1ncc(CO)n1Cc1ccccc1
(46) COc1ccc(OC)c(S(=O)(=O)N(C(C)=O)c2ccc3oc(=O)sc3c2)c1
(47) CCCNC(=O)NC(=O)CSc1ncc(C(F)(F)F)cc1Cl
(48) Cc1cc2c(n1-c1ccc(C(=O)NCC(C)c3ccccc3)cc1)CCCC2 (stereo unspecified)

compound no.,43,44,45,46,47,48
TRb SRC2 PPI,8%,3%,3%,-3%,-5%,-5%
Tau fibril FP,-18%,-7%,-2%,-12%,0%,?
L3MBTL1 inh,0%,.,-16%,.,-5%,.
Tau fluor counter,-26%,-21%,1%,-18%,-5%,-22%
ALDH1A1 inh,-3%,.,10%,?,10%,.
Tau ThT inhib,7%,-13%,0%,?,-13%,?
GLA spleen mod,5%,.,-1%,5%,-5%,.
TexasRed fluor,2%,-2%,0%,1%,-1%,3%

# This is a random part of the collection. Share with any hit: about 8.5%.
